Screens from PubChem.
DDE Tn6 FP inh = DD(E)-Tn6 binding inhibition, primary FP screen; 370,000 tested, 0.21% active; inhibition, % at 8.3 µM; Fibrin DD(E) TRITC-Tn6 fluorescence polarization displacement; P02675;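 active = inhibition above a per-campaign cutoff: mean of compounds within control limits plus 3 SD, cut at about 15% in these data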;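 also: 0% = median of all compound wells on the plate and 100% = blocking peptide control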
ASAP1 inh = inhibitors of human ASAP1 ArfGAP activity; AID 624377; inhibition, % at 16.5 µM; ASAP1-stimulated ARF1 GTP hydrolysis, GDP FP detection; 360,000 tested, 0.19% active; in the data active = inhibition above about 25%;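 also: 0% = vehicle with enzyme and substrate and 100% = no enzyme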
ARFGAP1 inhibitor = inhibitors of rat ARFGAP1 | Q62848 | inhibition, % at 16.5 µM | 360,000 tested, 0.26% active | Arfgap1-stimulated ARF1 GTP hydrolysis, GDP FP detection;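 active = inhibition above a per-plate limit, mean inhibition of low control wells plus 3 SD, cut at about 25% in these data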;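 also: 0% = DMSO wells with enzyme and 100% = wells lacking Arfgap1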
Target sequence (Q62848 1-136 limits assumed): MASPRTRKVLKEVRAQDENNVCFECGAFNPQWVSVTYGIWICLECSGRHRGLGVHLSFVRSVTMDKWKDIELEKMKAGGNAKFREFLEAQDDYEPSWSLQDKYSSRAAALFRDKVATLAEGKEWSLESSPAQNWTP
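System: truncated rat Arfgap1 GAP domain / Medium: HEPES-based buffer, pH 7.5 / Also added: N-terminally truncated human ARF1-GTP substrate / Incubation: enzyme reaction 120 min at 25 °C after 20 min preincubation / Measured by: FP of antibody-bound GDP Alexa 633 tracer, ex 620/em 688 nm / Replicates: singlicate, each compound tested once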
SIAE inh = human SIAE inhibition, primary screen; AID 1053197; Q9HAT2; SIAE FP-Rh probe binding, fluorescence polarization; 370,000 tested, 0.69% active; inhibition, % at 9.66 µM;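 active = inhibition above a cutoff: mean of compounds within the control limits plus 3 SD of those, cut at about 17% in these data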;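 also: 0% = plate median of compound wells and 100% = probe without SIAE protein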
Target sequence (Q9HAT2 whole entry, looked up): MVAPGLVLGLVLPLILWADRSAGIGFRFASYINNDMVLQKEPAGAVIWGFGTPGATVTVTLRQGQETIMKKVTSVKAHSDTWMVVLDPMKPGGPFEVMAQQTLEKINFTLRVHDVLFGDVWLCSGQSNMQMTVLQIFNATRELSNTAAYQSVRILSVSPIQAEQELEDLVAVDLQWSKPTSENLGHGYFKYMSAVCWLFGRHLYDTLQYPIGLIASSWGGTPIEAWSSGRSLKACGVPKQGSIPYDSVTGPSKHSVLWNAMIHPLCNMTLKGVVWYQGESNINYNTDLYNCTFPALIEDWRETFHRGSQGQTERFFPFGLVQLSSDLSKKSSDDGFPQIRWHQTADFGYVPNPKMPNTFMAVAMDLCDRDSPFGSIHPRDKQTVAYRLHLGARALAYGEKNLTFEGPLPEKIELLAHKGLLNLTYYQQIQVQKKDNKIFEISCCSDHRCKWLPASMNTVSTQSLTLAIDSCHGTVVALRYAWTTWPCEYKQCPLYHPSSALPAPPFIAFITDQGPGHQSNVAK
DDE Tn7 FP inh = inhibitors of Tn7 peptide binding to human fibrin DD(E) | FP displacement of FITC-Tn7 peptide from fibrin DD(E); 0% = median of compound wells per plate | inhibition, % at 8.3 µM | 370,000 tested, 0.13% active;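 active = inhibition above the mean of compounds falling within the control limits plus 3 SD of them, cut at about 14% in these data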;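 also: 0% = plate median of compound wells and 100% = 10 µM Aha-Tn7 peptide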
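Test system: human clot-derived fibrin DD(E) complex / Quantity: 2 µM final DD(E) protein / Incubation: 10 min plus 3 h, room temperature / Measured by: fluorescence polarization / Benchmarks: high control of 10 µM Aha-Tn7 peptide / Replicates: singlicate testing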
PLCg1 inh = PLC-gamma1 (human) inhibition, primary screen | P19174 | inhibition, % at 12.2 µM | purified PLC-gamma1, fluorogenic substrate, fluorescence | AID 720700 | 370,000 tested, 0.84% active; in the data active = inhibition above about 9.5%
ADAM10 inh = inhibits human ADAM10. O14672. recombinant ADAM10, EDANS/DABCYL FRET peptide cleavage, 3 h. inhibition, % at 7 µM. 370,000 tested, 0.62% active;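 active = inhibition above a per-campaign cutoff equal to the mean of compounds falling between control-based bounds plus 3 SD, cut at about 20% in these data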;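 also: 0% = DMSO wells while the 100% control is not disclosed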
PLC-beta3 inh = inhibitors of human phospholipase C beta3; Q01970; Purified PLC-beta3, fluorogenic substrate, fluorescence; inhibition, % at 12.2 µM; 370,000 tested, 0.18% active; AID 720704; in the data active = inhibition above about 11%;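 also: 0% = median of compound wells on plate and 100% = full blocker control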
TDP2 absorb = TDP2 (human) inhibition, absorbance primary screen; O95551; recombinant TDP2, T5PNP hydrolysis, p-nitrophenol absorbance 415 nm; inhibition, % at 12.8 µM; 370,000 tested, 0.34% active; AID 720702;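 active = inhibition above the mean of all tested compounds plus 3 SD, set per campaign, cut at about 25% in these data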;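 also: 0% = DMSO with enzyme and 100% = buffer with substrate but no TDP2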
Target sequence (O95551 whole entry, looked up): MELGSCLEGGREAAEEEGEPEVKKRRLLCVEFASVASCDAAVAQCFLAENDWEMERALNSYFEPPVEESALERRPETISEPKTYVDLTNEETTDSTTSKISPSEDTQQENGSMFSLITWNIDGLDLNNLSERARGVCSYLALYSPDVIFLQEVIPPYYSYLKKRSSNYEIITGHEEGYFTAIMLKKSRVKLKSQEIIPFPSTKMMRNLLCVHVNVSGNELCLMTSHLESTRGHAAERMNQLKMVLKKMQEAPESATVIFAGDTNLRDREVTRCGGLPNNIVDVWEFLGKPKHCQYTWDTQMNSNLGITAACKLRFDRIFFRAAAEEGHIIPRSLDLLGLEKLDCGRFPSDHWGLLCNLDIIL
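Incubation: 2 h at 37 °C; Test system: recombinant human TDP2; Quantity: enzyme 120 nM; Read-out basis: percent inhibition; Medium: 50 mM Tris-HCl pH 7.5 with Mg2+, KCl, DTT, BSA; Repeats: single replicate; Compound: 12.8 µM single point, 1% DMSO; Signal: epi absorbance; Reagent: 5 mM T5PNP chromogenic substrate; Benchmarks: no-enzyme high, DMSO-plus-enzyme low.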
ADAM17 inh = inhibits human ADAM17; 370,000 tested, 0.83% active; P78536; inhibition, % at 6.95 µM; recombinant ADAM17, EDANS/DABCYL FRET peptide cleavage;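 active = inhibition above the mean of compounds lying between control limits plus 3 SD, set per campaign, cut at about 8.5% in these data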;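 also: 0% = DMSO-only wells as the low control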
Starred values were filed as active, the others as inactive; i = inactive; nt = not tested or not shown.

Start of the listing, in advance:
Below each SMILES – ADAM10 inh	ADAM17 inh	PLCg1 inh	TDP2 absorb	DDE Tn6 FP inh	DDE Tn7 FP inh	ARFGAP1 inhibitor	SIAE inh	PLC-beta3 inh	ASAP1 inh
> CC1CCC(NC(=O)CCNC(=O)c2ccc(Br)cc2)CC1 (stereo not drawn)
 : -8	-5	1	7	5	0	0	0	-4	-7
> CCCCCCCCNS(=O)(=O)CCNC1CC1
 : 5	-2	-1	-7	-4	0	5	1	1	-3

The list itself, from the start:
Below each SMILES – ADAM10 inh	ADAM17 inh	PLCg1 inh	TDP2 absorb	DDE Tn6 FP inh	DDE Tn7 FP inh	ARFGAP1 inhibitor	SIAE inh	PLC-beta3 inh	ASAP1 inh
> CC1CCC(NC(=O)CCNC(=O)c2ccc(Br)cc2)CC1 (stereo not drawn)
 : -8	-5	1	7	5	0	0	0	-4	-7
> CCCCCCCCNS(=O)(=O)CCNC1CC1
 : 5	-2	-1	-7	-4	0	5	1	1	-3
> COc1cccc(C2CC(C(F)(F)F)n3ncc(C(=O)NCC4CCCO4)c3N2)c1 (stereo not drawn)
 : 0	-1	3	-4	-2	2	4	4	2	11
> COC(=O)CC(CC(=O)OC)n1cccc1
 : -5	-2	0	0	-1	1	0	-1	-7	-5
> O=C(Nc1cccc(Cl)c1)O/N=C\c1ccncc1
 : 9	5	3	-12	5	-14	1	-7	5	-3
> Cc1cc(C)cc(OCCCCCNCCO)c1
 : -2	-6	-2	3	1	1	8	3	-3	-9
> CC1(NC(=O)COc2ccccc2-c2ccccc2)CCS(=O)(=O)C1 (stereo not drawn)
 : -2	-1	0	9	-5	-1	7	-1	0	-2
> COC(=O)C[C@@H]1C=C[C@@H](NC(=O)C2CCC2)[C@@H](CO)O1
 : -4	-2	-3	4	7	0	15	10	2	-1
> Cc1cc(Oc2nc3c(C)cccn3c(=O)c2/C=C(\C#N)S(=O)(=O)c2ccc(Cl)cc2)ccc1Cl
 : -27	-6	-19	1	10	3	-1	7	-17	-6
> COc1ccc([C@@H](NC(=O)OC(C)(C)C)C(=O)OC(C)(C)C)cc1
 : 2	-2	0	-4	1	-4	0	0	2	2
> COc1cc2c(cc1NC(=O)c1cc(-c3cccnc3)nc3ccc(C)cc13)oc1ccccc12
 : -23	-6	-6	-2	-5	5	6	2	-7	-8
> O=C(COC(=O)c1ccccn1)NNC(=O)c1ccc([N+](=O)[O-])cc1
 : 0	-4	0	-3	-4	0	-11	1	-9	12
> CCc1c(C)nc2cc(-c3ccc(OC)c(OC)c3)nn2c1N1CCC(C)CC1
 : -6	-6	-11	7	2	3	-7	-2	-12	0
> Cc1ccc(S(=O)(=O)N2CCC(C(=O)NNC(=O)c3ccccc3O)CC2)cc1
 : -98	-40	-17	9	5	-6	-12	-2	-34	1
> COc1ccc(Cl)cc1NC(=S)Nc1ccccc1C
 : -2	-4	2	6	-8	3	15	1	-1	-6
> CC(C)(C)c1ccc(C(O)c2ncc(-c3ccccc3)[nH]2)cc1 (stereo not drawn)
 : 8	5	1	-4	1	-4	-6	2	-1	0
> CCCCCc1c(C)nc(NCc2ccccc2)[nH]c1=O
 : 2	-5	0	-2	-3	2	0	-1	1	0
> O=C(COc1cc(F)ccc1[N+](=O)[O-])NCC1CCCO1 (stereo not drawn)
 : -13	-4	5	-2	1	1	7	0	-5	5
> CCCCCOC(=O)NCC(O)c1ccccc1 (stereo not drawn)
 : 1	-4	5	-6	1	-4	13	-1	6	-1
> CC(=O)Nc1ccc(C2(c3ccc(NC(C)=O)cc3)NC(=O)c3ccccc32)cc1
 : 0	-4	-2	6	1	1	10	-6	-4	-3
> CC(C)OCCCNC(=O)c1ccccc1Oc1ccccc1
 : 3	0	-2	-3	-8	-9	-12	4	1	-6
> CCCCN(C(=O)C1CCCC1)c1c(N)n(Cc2ccccc2)c(=O)[nH]c1=O
 : -10	-6	4	2	-6	1	0	8	-2	-6
> Cc1ccc2nc(-c3ccccc3)c(NC(=O)c3ccco3)n2c1
 : -2	0	-1	-4	5	-3	-13	-2	5	3
> O=C(CCCc1c[nH]c2ccccc12)NCc1ccc2c(c1)OCO2
 : 9	-7	0	4	4	12	5	-1	-4	-20
> COc1ccc(-n2cnnc2SCC(=O)NC2CC2)cc1
 : -6	-5	1	3	-8	1	3	3	-1	-2
> CC(C)c1nnc(NC(=O)CC23CC4CC(CC(C4)C2)C3)s1
 : 2	1	1	11	9	1	1	-2	5	5
> CC(=O)N1CCc2ccc(NC(=O)c3c(-c4c(Cl)cccc4Cl)noc3C)cc21
 : -13	-2	-3	-9	-6	-2	5	1	-4	6
> CCOc1ccc(NC(=O)CCC(=O)c2ccc(Br)cc2)cc1
 : 7	1	-1	-4	-5	5	-11	-2	-7	-5
> Cc1ccc(CSc2nnc(-c3cccc4ccccc34)o2)cc1
 : -1	-2	-1	1	12	6	6	-11	-1	13
> O=c1[nH]c(CN2CCc3ccccc32)nc2scc(-c3cccs3)c12
 : -3	2	-29	-1	-7	2	-10	-16	-38	10

Whole records, looked up by structure. Order of values: ADAM10 inh, ADAM17 inh, PLCg1 inh, TDP2 absorb, DDE Tn6 FP inh, DDE Tn7 FP inh, ARFGAP1 inhibitor, SIAE inh, PLC-beta3 inh, ASAP1 inh
`CC(=O)N1CCc2ccc(NC(=O)c3c(-c4c(Cl)cccc4Cl)noc3C)cc21` is entered as -13, -2, -3, -9, -6, -2, 5, 1, -4, 6
`CC(C)OCCCNC(=O)c1ccccc1Oc1ccccc1` is entered as 3, 0, -2, -3, -8, -9, -12, 4, 1, -6
`COC(=O)CC(CC(=O)OC)n1cccc1` is entered as -5, -2, 0, 0, -1, 1, 0, -1, -7, -5
`Cc1cc(Oc2nc3c(C)cccn3c(=O)c2/C=C(\C#N)S(=O)(=O)c2ccc(Cl)cc2)ccc1Cl` is entered as -27, -6, -19, 1, 10, 3, -1, 7, -17, -6
`O=c1[nH]c(CN2CCc3ccccc32)nc2scc(-c3cccs3)c12` is entered as -3, 2, -29, -1, -7, 2, -10, -16, -38, 10

Following part
Below each SMILES – ADAM10 inh	ADAM17 inh	PLCg1 inh	TDP2 absorb	DDE Tn6 FP inh	DDE Tn7 FP inh	ARFGAP1 inhibitor	SIAE inh	PLC-beta3 inh	ASAP1 inh
> O=C(NCC1CCCO1)c1ccc(NC(=O)C2C3C=CC(C3)C2C(=O)O)cc1 (stereo not drawn)
 : -3	1	-1	-6	5	0	-7	1	1	11
> Cn1ncc2c(Nc3ccccc3Cl)nc(Cl)nc21
 : 3	-1	0	22	-2	-5	-4	-2	-1	4
> Cc1cc(N2CCN(C)CC2)nc2ccc(NC(=S)NCCCN3CCc4ccccc4C3)cc12
 : -236	-91	-90	-1	0	1	4	11	-141	8
> N#CC(C#N)=C(Nc1ccccc1)c1ccccc1
 : 5	1	3	7	-7	-2	1	3	3	10
> O=C(CN1CCCSc2ccccc21)N1CCN(S(=O)(=O)c2ccccc2)CC1
 : -3	0	-1	3	-8	2	-11	-3	-6	6
> COc1ccc(OC)c(S(=O)(=O)Nc2ccc3oc4c(c3c2)C(=O)CCC4)c1
 : 7	6	2	-3	2	3	1	5	0	3
> CCOc1ccc(/C(O)=C2\C(=O)C(=O)N(CCN(C)C)C2c2cccc(OC)c2OC)cc1Cl (stereo not drawn)
 : 6	-1	-3	12	4	-6	-11	-2	-2	-18
> C=CCNCCCCOc1ccc(OCc2ccccc2)cc1
 : -4	-4	3	4	-7	-11	1	-6	2	7
> Sc1oc(-c2ccccc2)cc1C=Nc1ccccc1
 : 11	-4	-15	1	-7	0	-2	1	-21	7
> Cc1c(-c2nnnn2-c2ccc(F)cc2)cnc2cc3c(cc12)OCO3
 : -53	-18	-5	-3	10	3	10	0	-1	-2
> CC(=O)N=c1sc2ccccc2n1C
 : -4	-2	4	-4	4	3	-1	-4	-2	-3
> COc1cccc(CNc2nc3cc(-c4ccccc4C)sc3c(=O)n2C)c1OC
 : 1	1	1	3	1	1	3	-14	2	1
> Brc1cccc(Cn2ccc3ccc(-c4ccc5ccn(Cc6cccc(Br)c6)c5c4)cc32)c1
 : -21	-7	-12	5	-3	9	nt	-7	-19	nt
> CC1CCCCN1Cc1c(O)ccc2c(=O)c(-c3nc4ccccc4s3)c(N)oc12 (stereo not drawn)
 : -283	-90	-438	-10	-17	0	18	11	i	10
> CCOc1ccc(OCC)c(NS(=O)(=O)c2ccc3c(c2)n(C)c(=O)c(=O)n3C)c1
 : 12	2	4	-6	-2	0	-6	5	5	12
> CCOc1ccc(C(=O)CCC(=O)Nc2ccncc2)cc1
 : -3	0	-4	6	2	-8	-9	-2	-6	-7
> CCN(CC)C(=O)[C@H]1C[C@H](CC(=O)NCCc2ccccn2)C(=O)N2CCc3c([nH]c4ccc(Cl)cc34)[C@]12C
 : -15	-6	2	3	5	2	7	14	0	1
> O=C(COC(=O)CCC(=O)c1ccc(Cl)cc1)NCC1CCCO1 (stereo not drawn)
 : -7	-5	0	5	-2	0	16	1	3	-2
> CC(=O)Nc1ccc(C(=O)CSc2nnc3scc(-c4ccccc4)n23)cc1
 : -2	-1	3	2	-3	-2	-5	-4	0	15
> Nc1ncnc(NC2CCS(=O)(=O)C2)c1[N+](=O)[O-] (stereo not drawn)
 : 3	-5	2	3	-2	2	0	-3	2	2
> O=C(CSc1nnc(-c2ccncc2)n1-c1ccc(F)cc1)NC(=O)NCc1ccco1
 : -4	-6	-4	-4	8	2	-8	16	-1	-2
> S=C(NCc1ccccn1)Nc1ccc(Br)cc1Cl
 : 1	-2	1	12	3	6	-8	-1	0	-9
> CC(NC(=O)CSC(=S)N(C)C)C12CC3CC(CC(C3)C1)C2 (stereo not drawn)
 : 11	7	3	-10	-5	-5	4	-8	5	-1
